From PubChem
12-LOX inh: ALOX12 (human) lipoxygenase inhibition; P18054; purified 12hLO, xylenol orange hydroperoxide absorbance; Potency, µM (doses to about 108 µM), for the others: at the highest dose activity change, negative = inhibition, hits mostly inhibitors; actives 1.1% (n = 580,000); active = well fitted inhibition curve with a large enough effect; inconclusive = small, poorly fitted or top-dose-only effect, or another doubt; inactive = no such curve, though single readings can be large or run the other way
Target sequence (P18054 whole entry, looked up): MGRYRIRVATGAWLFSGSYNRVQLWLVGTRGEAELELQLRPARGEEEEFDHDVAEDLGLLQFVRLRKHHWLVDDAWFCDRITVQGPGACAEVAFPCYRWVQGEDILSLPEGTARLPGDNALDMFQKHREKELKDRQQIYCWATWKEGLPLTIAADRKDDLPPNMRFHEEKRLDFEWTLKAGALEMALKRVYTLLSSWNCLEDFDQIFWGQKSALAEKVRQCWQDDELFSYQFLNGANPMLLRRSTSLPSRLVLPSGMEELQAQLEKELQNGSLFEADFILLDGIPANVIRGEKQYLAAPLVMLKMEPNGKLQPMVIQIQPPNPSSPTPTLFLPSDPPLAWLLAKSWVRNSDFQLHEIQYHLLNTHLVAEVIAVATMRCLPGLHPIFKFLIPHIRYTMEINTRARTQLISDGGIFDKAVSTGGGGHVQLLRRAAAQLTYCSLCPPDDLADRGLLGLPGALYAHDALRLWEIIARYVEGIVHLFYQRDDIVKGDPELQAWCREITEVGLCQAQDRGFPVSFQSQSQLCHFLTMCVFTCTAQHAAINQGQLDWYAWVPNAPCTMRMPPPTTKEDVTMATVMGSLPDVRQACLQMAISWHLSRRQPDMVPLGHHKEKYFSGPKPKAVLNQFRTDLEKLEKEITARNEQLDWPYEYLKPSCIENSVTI
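Hydroperoxide product was detected by ferrous iron/xylenol orange as the 573 to 405 nm absorbance ratio. Arachidonic acid at 40 uM (final) was turned over for 30 min at room temperature by 150 nM human 12hLO, pH 7.0 Hepes buffer, after 15 min compound preincubation.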
Starred values were filed as active, the others as inactive; & = joins results of further samples; [ ] = remark or other dose. % is set by controls: 0 for no effect and ±100 for the full control effect; potency is the fitted concentration of half-maximal effect.

CN[C@@H](C)C(=O)N1CC[C@H](NC(=O)Cc2cccs2)C[C@H]1C(=O)N[C@@H](Cc1ccc(OC)cc1)C(N)=O was read as 12-LOX inh 4%.
CC(Sc1nnc(N2CCOCC2)n1-c1cccc(F)c1)c1nnc(-c2cccs2)o1 (stereo not given) was read as 12-LOX inh 2%.
For CC1(C(=O)NS(=O)(=O)c2ccc(Br)cc2)CCN1C(=O)C/C=C/c1ccccc1 (stereo not given) the results were 12-LOX inh -13%.
For COc1cn(CC(=O)Nc2ccc(C)cc2)c(CN2CCN(C(C)=O)CC2)cc1=O the results were 12-LOX inh 6%.
For CSc1nc2c(c(=O)n(C)c(=O)n2C)n1Cc1ccc(Cl)cc1 the results were 12-LOX inh inconclusive.
For CS(=O)(=O)c1ccc(O[C@H]2COCCN(C(=O)c3cnccn3)C2)cc1 the results were 12-LOX inh 8%[176 µM].
Screening Cc1ccc(N2CCC3(CCCN3Cc3ccc4nsnc4c3)CC2)nn1 returned 12-LOX inh 52%[activator].
COc1ccc2cc(C(=O)Nc3ccc(NC(=O)Nc4ccccc4)cc3)c(C)nc2c1 was read as 12-LOX inh inconclusive.
For CCCCNC(=O)c1ccc(CN2C(=O)NC3(CCS(=O)(=O)CC3)C2=O)cc1 the results were 12-LOX inh -10%.
`CCOC(=O)COc1ccc2c(=O)c(Oc3ccccc3Br)c(C)oc2c1` gave 12-LOX inh inconclusive.
`CCCn1nc(C(=O)NC(C)c2ccco2)c2ccccc2c1=O` (stereo not given) gave 12-LOX inh inconclusive.
`CCN(Cc1noc(C2CCC2)n1)C(=O)C(C)Oc1ccc2ccccc2c1` (stereo not given) gave 12-LOX inh 19%.
For O=C(Nc1ccccc1F)Nc1c(NC2CCCC2)c2ccccc2oc1=O the results were 12-LOX inh inconclusive.
For COc1ccccc1Cc1c(C(C)(C)C)nc2cc(C)c(Br)c(C)n12 the results were 12-LOX inh inconclusive.
Screening C[C@@H]1CN([C@@H](C)CO)C(=O)CCCn2cc(nn2)CO[C@H]1CN(C)C(=O)Nc1ccc(-c2cccs2)cc1 returned 12-LOX inh -24%.

Reprinted from the part before: 2 compounds, then new ones.
For COc1ccccc1Cc1c(C(C)(C)C)nc2cc(C)c(Br)c(C)n12 the results were 12-LOX inh inconclusive.
Screening C[C@@H]1CN([C@@H](C)CO)C(=O)CCCn2cc(nn2)CO[C@H]1CN(C)C(=O)Nc1ccc(-c2cccs2)cc1 returned 12-LOX inh -24%.
For FC(F)(F)c1nc2ccccc2n1Cc1nnc2n1N=C(c1ccc(Cl)cc1)CS2 the results were 12-LOX inh 3%.
For Cc1nn(C)c(C)c1CCC(=O)Nc1nc(C(C)C)cs1 the results were 12-LOX inh inconclusive.
CC(=O)C1=C(OC(=O)c2ccccc2)c2ccccc2S(=O)(=O)N1C(C)C was read as 12-LOX inh 49%[activator].
Screening COc1ccc(C2Cn3nnc(-c4nc(-c5ccc(OC(C)C)cc5)no4)c3CO2)cc1 (stereo not given) returned 12-LOX inh 52%[activator].
`COc1ccc(C(=O)N(C)C2CCCc3ccccc32)cc1` (stereo not given) gave 12-LOX inh 16%[176 µM].
For CN(C)c1ccc(CN2CCOC[C@H]2c2ncc(-c3ccc(F)cc3F)[nH]2)cc1 the results were 12-LOX inh 46%[activator][176 µM].
Cc1cc(C(=O)N2CCOC[C@H](Oc3cccnc3)C2)c(C(F)(F)F)o1 was read as 12-LOX inh 17%[176 µM].
O=C(c1cc(F)ccc1F)N1CCOc2ccc(CN3CCc4ccccc4C3)cc2C1 was read as 12-LOX inh 28%.
`O=C(NCc1ccncc1)[C@@H]1CCCN1C(=O)[C@H]1CCCN1C(=O)c1ccccc1` gave 12-LOX inh -11%.
For COc1ccc2c(c1)C=C(C(=O)Nc1ccc3ccc(=O)oc3c1)C=CO2 the results were 12-LOX inh 1%.
Screening CC(C)CN1CC[C@H](c2nc3ccccc3n2C)C1 returned 12-LOX inh 120%[activator][176 µM].
CCc1cc(C(c2ccc(OC)c(OC)c2)N2CCN(CC)CC2)c(NC(=O)c2ccco2)s1 (stereo not given) was read as 12-LOX inh 16µM*.
COc1cccc(CCC(=O)Nc2nc(C)c(C)s2)c1OC was read as 12-LOX inh -8%.
Screening O=C(NC1CCCC1)C1c2ccccc2OCC(=O)N1C1CC1 (stereo not given) returned 12-LOX inh -20%.
For Cc1cnc(CNC(=O)c2csc([C@@H]3C[C@H](O)[C@@H](CO)O3)n2)cn1 the results were 12-LOX inh 8%.
CC(=O)c1ccc(F)c(-c2cc(C)cc3c2OC(CNC(=O)c2csc(C)n2)C3)c1 (stereo not given) was read as 12-LOX inh -2%.
Screening O=C(O)c1cc(NCc2ccc(-c3ccccc3)cc2)ccc1N1CCOCC1 returned 12-LOX inh 12%&14%.
CCCOC(=O)COc1ccc2c(=O)c(Oc3cc(C)c(Cl)c(C)c3)coc2c1 was read as 12-LOX inh 22%.
c1ccc2c(c1)CC(Cc1nc(C3CCOC3)n[nH]1)C2 (stereo not given) was read as 12-LOX inh 32%[activator].
For CC(=O)Nc1ccc(NC(=O)c2nnn(-c3ccc4noc(-c5ccc(Cl)cc5)c4c3)c2C)cc1 the results were 12-LOX inh inconclusive.
Screening COc1ccc(NC(=O)c2nc3ccccc3nc2N2CCCCC2)cc1OC returned 12-LOX inh -1%.
`CC(C)(O)CCc1ccc(C(=O)NCc2nc(-c3ncccn3)no2)cc1` gave 12-LOX inh 62%[activator].
COC(=O)c1ccc2nc(-c3ccco3)c(Cc3cccc(F)c3)n2c1 was read as 12-LOX inh inconclusive.
CN(C)CCCNC(=S)NCCc1ccccc1 was read as 12-LOX inh -2%.
For O=C(N1CC(c2nnc(-c3ccncc3)o2)C2(CCOCC2)C1)C1(c2ccccc2)CC1 (stereo not given) the results were 12-LOX inh 26%.
Screening Cc1ccc(C)c([S+](=O)([O-])c2nnn3c2nc(N2CCC(F)CC2)c2ccccc23)c1 returned 12-LOX inh -1%[6.33 µM].
Cc1ccc(CN2C(=O)[C@@H]3C[C@@H](O)CN3C3(CN(Cc4ccccc4Cl)C3)C2=O)o1 was read as 12-LOX inh 20%[176 µM].
For O=C(c1cccc(Cl)c1)N1CCC2(CC1)N=C(c1ccc(Br)cc1)NO2 the results were 12-LOX inh -30%.
`CC1CN(C2CCCCC2)CCC1=O` (stereo not given) gave 12-LOX inh -24%.
`COc1ccccc1C(=O)N1CCCC(c2nn(C)c(=O)n2C(C)C)C1` (stereo not given) gave 12-LOX inh 35%.
COc1ccc(CN2CCc3ncc(C(=O)NCC4CC4)n3CC2)cn1 was read as 12-LOX inh -15%[176 µM].
Screening Cc1c(C)n(CCCN(C)C)c2ncn3nc(COc4ccc(C(C)(C)C)cc4)nc3c12 returned 12-LOX inh inconclusive.
`Nc1nccnc1C(=O)NCc1ccc(F)cc1` gave 12-LOX inh 39%[activator].
Screening O=C(C1CCCC1)N1CC2(CCN(Cc3cccnc3)CC2)Cc2ccccc21 returned 12-LOX inh 10%[6.33 µM].
C[C@H]1CN(C(=O)Nc2cc(F)cc(F)c2)C[C@@H]1c1nc(-c2ccncc2)no1 was read as 12-LOX inh 18%.
Screening O=C(Cn1ccn2nc(-c3ccccc3)c(CO)c2c1=O)NC1CCCC1 returned 12-LOX inh 51%[activator].
Screening CC(C)[C@H](COC=O)NC(=O)[C@H]1O[C@@H](n2ccc(N)nc2=O)[C@H](O)[C@@H]1O returned 12-LOX inh -21%.
For CCn1c(C2CCN(S(=O)(=O)c3cccc(Br)c3)CC2)nn(C)c1=O the results were 12-LOX inh 29%.
For N#Cc1ccc(C(=O)N2C[C@@H](Oc3ccccc3)C[C@H]2C(=O)N2CCOCC2)cc1 the results were 12-LOX inh 9%.
For CC(=O)N1CC(CO)C2(CCN(C(=O)Cc3ccccc3Cl)CC2)C1 (stereo not given) the results were 12-LOX inh inconclusive.
O=C(c1cccs1)N1CCN(Cc2ccc(=O)n(CC3CC3)c2)CC1 was read as 12-LOX inh 59%[activator].
CCCCN1C(=O)C(CC(=O)NC2CCCC2)CC(C(=O)N2CCOCC2)=C1C (stereo not given) was read as 12-LOX inh 1%.
For CCC(CC)c1nnc(NC(=O)Cc2c[nH]c3ccccc23)s1 the results were 12-LOX inh -6%.
Screening CN1CCN(c2ccc(-c3noc([C@@H]4CCCN4CCCc4ccccc4)n3)cn2)CC1 returned 12-LOX inh -14%[176 µM].
Screening CCCCCCCCNS(=O)(=O)CC1NCc2cc(F)ccc21 (stereo not given) returned 12-LOX inh 22%.
Screening Cc1ccc(C(=O)N2CCC3(CC2)N(c2ccccc2)C(=O)CS3(=O)=O)s1 returned 12-LOX inh 5%.
`CCN(CC)C(=O)[C@@H]1C[C@@H](NC(=O)c2cc3c(s2)CCCC3)CN1C` gave 12-LOX inh -6%.
For Cc1ccc(C(=O)N2CCCC3(CC(c4cccc(C(F)(F)F)c4)=NO3)C2)cc1 (stereo not given) the results were 12-LOX inh 19%.
Screening NCCc1noc(-c2cccnc2)n1 returned 12-LOX inh 18%.
Screening CC(C)CN(C(=O)CSc1nc2ccccc2[nH]1)c1c(N)n(Cc2ccccc2)c(=O)[nH]c1=O returned 12-LOX inh 2%.
Screening CC(C)c1cc(C(=O)N(C)CCc2noc(C3CC3)n2)nc2ncnn12 returned 12-LOX inh 68%[activator].
`COc1ncccc1CN1CCC2(CC1)Cc1ccccc1CNC2=O` gave 12-LOX inh -1%[6.33 µM].
Cn1cc(CCC(=O)N2CCC3(CC2)CC(c2ccccc2)C(=O)N3)cn1 (stereo not given) was read as 12-LOX inh 16%.
For CC(OC(=O)c1nn(-c2ccccc2)c(=O)c2ccccc12)C(=O)Nc1ccc(N2CCOCC2)cc1 (stereo not given) the results were 12-LOX inh inconclusive.
Screening O=C(NC1CCCC1)N1CC2CC(C1)[C@H]1CCCC(=O)N1C2 (stereo not given in full) returned 12-LOX inh 1%.
Screening CCN1C(=O)CCN(C(=O)C2(c3ccc(OC)cc3)CC2)CC12CCOCC2 returned 12-LOX inh 29%.
For COCCNc1ncc(-c2ccc(O)c(OC)c2)c2c1OCC2 the results were 12-LOX inh 11%[176 µM].
Screening Cc1ccc(C(=O)N2CCC3(C2)C(=NC2CCCCC2)NC(=O)N3c2cccnc2)cc1 (stereo not given) returned 12-LOX inh 9%[6.33 µM].
`CN1CCN(c2ccc(CNC(=O)C3Cc4c(-c5ccccc5Oc5ccccc5)ccnc4O3)cc2)CC1` (stereo not given) gave 12-LOX inh -29%.
For Cc1ccc(CCSc2cc(C(C)(C)C)c(F)c(C(C)(C)C)c2)cn1 the results were 12-LOX inh inconclusive.
`COC(=O)c1ccc2nc(-c3ccco3)c(Cc3cccc(Cl)c3)n2c1` gave 12-LOX inh 16µM*.
`O=C(c1ccc(F)cc1)N1CCCN(Cc2ccc3c(c2)OCO3)c2ccccc21` gave 12-LOX inh inconclusive.
For COc1ccc2c(c1)C=C(CN1CCCC(O)(CN(C)C)C1)CO2 (stereo not given) the results were 12-LOX inh 47%[activator].
NC(=O)c1cccc(-c2csc(C(O)c3cccc(Cl)c3)n2)c1 (stereo not given) was read as 12-LOX inh -25%.
C/C(=N\NC(=O)C(c1ccccc1)c1ccccc1)C(C)(C)C was read as 12-LOX inh 18%.
`Fc1cccc(-c2nc(-c3ccccc3)no2)c1` gave 12-LOX inh -5%.
CC(C)C(C)N(C)Cc1nnc(-c2ccc(Br)o2)o1 (stereo not given) was read as 12-LOX inh 22%.
Screening Cc1ccc(C)c(NC(=O)c2ccc3c(c2)NC(=O)C2CCCN32)c1 (stereo not given) returned 12-LOX inh inconclusive.
For CCC(C)NC(=O)CSc1nc(-c2ccccc2)cc(C(F)(F)F)n1 (stereo not given) the results were 12-LOX inh 30%[activator].
`CCN1CCCC1CNC(=O)C(C)C` (stereo not given) gave 12-LOX inh -16%.
Screening CC(C)N1C(=O)C2(CCCCC2)C1C(=O)NC1CCCC1 (stereo not given) returned 12-LOX inh 9%.
For CCOCCn1c(N2CCN(C)CC2)nc2c1c(=O)[nH]c(=O)n2C the results were 12-LOX inh 8%.
Cn1c(CCNC(=O)c2cccc(F)c2)nc2cc(NC(=O)C3CCCO3)ccc21 (stereo not given) was read as 12-LOX inh -2%.
For CCc1cccc(NC(=O)Cn2c(-c3ccc(Cl)cc3)nc(C)c(CCO)c2=O)c1 the results were 12-LOX inh inconclusive.
`CC(C)=NNC(=O)COc1ccc(OCc2ccccc2)cc1` gave 12-LOX inh 49%[activator].
Screening CCOC(=O)c1ccc(-c2ccc3ncnc(NCc4csc(C)n4)c3c2)o1 returned 12-LOX inh -51%.
CN(Cc1ccc(-c2ccccc2)cc1)Cc1ccccn1 was read as 12-LOX inh 148%[activator][176 µM].
`Cc1ccc(S(=O)(=O)c2nnn3c2nc(NC2CCCC2)c2ccccc23)cc1` gave 12-LOX inh -2%[6.33 µM].

In the list so far, 10 contain a Cl atom:
For CSc1nc2c(c(=O)n(C)c(=O)n2C)n1Cc1ccc(Cl)cc1 the results were 12-LOX inh inconclusive.
For FC(F)(F)c1nc2ccccc2n1Cc1nnc2n1N=C(c1ccc(Cl)cc1)CS2 the results were 12-LOX inh 3%.
CCCOC(=O)COc1ccc2c(=O)c(Oc3cc(C)c(Cl)c(C)c3)coc2c1 was read as 12-LOX inh 22%.
For CC(=O)Nc1ccc(NC(=O)c2nnn(-c3ccc4noc(-c5ccc(Cl)cc5)c4c3)c2C)cc1 the results were 12-LOX inh inconclusive.
Cc1ccc(CN2C(=O)[C@@H]3C[C@@H](O)CN3C3(CN(Cc4ccccc4Cl)C3)C2=O)o1 was read as 12-LOX inh 20%[176 µM].
For O=C(c1cccc(Cl)c1)N1CCC2(CC1)N=C(c1ccc(Br)cc1)NO2 the results were 12-LOX inh -30%.
For CC(=O)N1CC(CO)C2(CCN(C(=O)Cc3ccccc3Cl)CC2)C1 (stereo not given) the results were 12-LOX inh inconclusive.
`COC(=O)c1ccc2nc(-c3ccco3)c(Cc3cccc(Cl)c3)n2c1` gave 12-LOX inh 16µM*.
NC(=O)c1cccc(-c2csc(C(O)c3cccc(Cl)c3)n2)c1 (stereo not given) was read as 12-LOX inh -25%.
For CCc1cccc(NC(=O)Cn2c(-c3ccc(Cl)cc3)nc(C)c(CCO)c2=O)c1 the results were 12-LOX inh inconclusive.

An excerpt. The share of hits here may be higher or lower than overall.
